Bioassay records from PubChem.
ARNT TACC3 PPI – disruptors of human ARNT/TACC3 interaction; inhibition, % at 9.99 µM; AlphaScreen His-ARNT PAS-B/GST-TACC3 binding, luminescence; TACC3 fragment carries E629A point mutation; 390,000 tested, 0.66% active; AID 623870; Q9Y6A5;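 active = mean inhibition of replicates at least 50% and at least half of replicates each reaching 50%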;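 note: 0% = complete ARNT plus TACC3 wells and 100% = ARNT alone without TACC3; many hits fall short of the cut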
esBAF inh – inhibitors of esBAF chromatin remodeling in mouse ES cells | Bmi1-luciferase knock-in reporter, 24 h; 100% = twice the neutral-well signal | 350,000 tested, 2% active | reporter increase, % at 12.5 µM | AID 602393; in the data active = activation above about 40%;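 note: 0% = median of the plate's neutral control wells and 100% = double that signal; a rise in the Bmi1 reporter signal indicates esBAF inhibition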
* marks the source's active call; other numbers are inactive results. Some of the compounds tested. The share of hits here may be higher or lower than overall.

#1 O=C(Nn1c(O)c(C=C2N=c3ccccc3=N2)sc1=S)c1ccc(Cl)cc1
#2 O=C1/C(=C\c2cccs2)Sc2ccc3ccccc3c21
#3 CCOc1ccc(CN(C(=O)c2cc3ccccc3oc2=O)C2CC2)cc1
#4 O=C(O)C1CCN(C(=O)NC2CCCCC2)CC1
#5 CN(CC(=O)Nc1ccccc1C(=O)N1CCCC1)S(=O)(=O)c1ccc(Br)cc1
#6 CCC(C)Nc1nc(CN2CCOCC2)nc2sc3c(c12)CCC3 (centres undefined)
#7 N#C/C(=C/c1cn(-c2ccccc2)nc1-c1cccc(OCc2ccc(F)cc2)c1)C(=O)NCCCn1ccnc1
#8 Cc1ccc(C(=O)Nc2nc(-c3cccnc3)cs2)o1
entry no.,1,2,3,4,5,6,7,8
ARNT TACC3 PPI,-4.5,12.8,4.2,-6.3,14.8,13.0,-2.0,1.7
esBAF inh,-2.0,21.4,13.1,3.5,1.0,-13.6,4.5,27.3

#9 Cc1cc(NC(=O)c2cc(C)on2)no1
#10 CCOc1ccc2c(O)csc2c1
#11 O=C(N/N=C/c1ccc(Cl)cc1)c1sccc1OCc1ccc(F)cc1
#12 COC(=O)c1sccc1NC(=O)c1c(-c2ccccc2)noc1C
#13 CN(CCNC(=O)c1ccc(N2CCCC2=O)cc1)CCc1ccccc1
#14 O=C(NCCCN1CCOCC1)c1ccc(CNS(=O)(=O)c2ccc(F)cc2)cc1
#15 N#C/C(=C1\C(=O)Nc2c(Cl)cc(Cl)cc21)c1nnc2n1CCCCC2
#16 CC(=O)C1=C(O)C(=O)N(CCC(=O)O)C1c1cccc(F)c1 (centres undefined)
entry no.,9,10,11,12,13,14,15,16
ARNT TACC3 PPI,-1.5,4.3,4.3,-13.1,7.2,7.1,-11.9,-1.9
esBAF inh,1.5,11.4,-6.9,-1.5,-4.5,-4.6,-4.2,2.1

#17 CCC(=O)Nc1c(C)c(CC)nc2ccccc12
#18 COc1ccc(N(C(=O)c2ccco2)S(=O)(=O)c2cc(Cl)c(Cl)cc2Cl)cc1
#19 COc1cccc(NC(=O)CCNC(=O)Cn2ccc3ccccc3c2=O)c1
#20 CC1Oc2ccccc2N(CC(=O)N(Cc2ccccc2)Cc2ccccn2)C1=O (centres undefined)
#21 CCCCC(=O)Nc1ccc(C(=O)NCC(=O)OC)cc1
#22 Cc1ccc(S(=O)(=O)c2nc(S(C)(=O)=O)sc2NCC2CCCO2)cc1 (centres undefined)
#23 Cc1ccc(C(=O)NCCNC(=O)CN2CCOCC2)cc1
#24 O=C(Nc1ccccc1)c1ccc2c(c1)OCCO2
entry no.,17,18,19,20,21,22,23,24
ARNT TACC3 PPI,0.8,-2.6,-3.0,-2.2,-4.6,-31.2,-0.9,-5.8
esBAF inh,-1.7,10.4,2.5,-6.2,-6.9,-5.5,-2.9,8.4

Profiles as entered above. Screens in order: ARNT TACC3 PPI	esBAF inh
`CCC(=O)Nc1c(C)c(CC)nc2ccccc12` is listed with 0.8	-1.7
`COc1cccc(NC(=O)CCNC(=O)Cn2ccc3ccccc3c2=O)c1` is listed with -3.0	2.5
`Cc1ccc(C(=O)NCCNC(=O)CN2CCOCC2)cc1` is listed with -0.9	-2.9
`CC1Oc2ccccc2N(CC(=O)N(Cc2ccccc2)Cc2ccccn2)C1=O` (centres undefined) is listed with -2.2	-6.2

Further records follow.
#25 O=C(N1CCOCC1)N1CCN(C(=O)N(c2ccccc2)c2ccccc2)CC1
#26 O=C(COc1ccccc1Cl)N1CCN(c2ncccn2)CC1
#27 CC(C)Cn1c(N2CCN(C(=O)c3cccs3)CC2)nc2ccccc21
#28 O=C(c1ccc(COc2ccc(F)cc2)o1)n1cccn1
#29 CCCCSc1nc(O)c(C2OC(=O)c3c2ccc(OC)c3OC)c(=O)n1C (centres undefined)
#30 CCOC(=O)N1CCC(NC(=O)CCC(=O)c2ccccc2)CC1
#31 O=C(NCC1(c2ccccc2)CCCC1)C1(c2ccccc2)CCCC1
#32 CCOc1ccccc1-n1c(COc2ccc(C)cc2)nnc1SCC(N)=O
entry no.,25,26,27,28,29,30,31,32
ARNT TACC3 PPI,-2.5,-7.7,4.7,-8.5,-5.6,-6.5,-7.8,1.2
esBAF inh,-5.1,4.3,6.9,0.4,2.7,-9.1,8.8,1.3

The final 4 compounds of the section before open the next one:
#29 CCCCSc1nc(O)c(C2OC(=O)c3c2ccc(OC)c3OC)c(=O)n1C (centres undefined)
#30 CCOC(=O)N1CCC(NC(=O)CCC(=O)c2ccccc2)CC1
#31 O=C(NCC1(c2ccccc2)CCCC1)C1(c2ccccc2)CCCC1
#32 CCOc1ccccc1-n1c(COc2ccc(C)cc2)nnc1SCC(N)=O
#33 COc1ccc(N2CCN(C(=O)Cn3nnc(-c4cccs4)n3)CC2)cc1
#34 Cc1nc2ccccc2n1CC(=O)N1CC(=O)Nc2ccccc21
#35 O=C(Nc1nn[nH]n1)c1cccc(Oc2ccccc2)c1
#36 Cc1cc(C)c2c3c(sc2n1)C1(CCSCC1)C(C#N)=C(N)O3
#37 Nc1ccc(C(=O)Nc2ccccc2C(=O)O)cc1
#38 O=C(Nc1ccc(Cl)cc1)OCc1cc(-c2ccccc2)on1
#39 C=CCc1c(C)c(C#N)c2nc3ccccc3n2c1NCCN(C)C
#40 Cc1ccc(NC(=O)c2cc(C)on2)cc1
entry no.,29,30,31,32,33,34,35,36,37,38,39,40
ARNT TACC3 PPI,-5.6,-6.5,-7.8,1.2,-4.3,15.2,10.9,-3.2,12.1,-1.2,4.1,23.3
esBAF inh,2.7,-9.1,8.8,1.3,-6.6,1.6,-2.5,26.0,2.5,21.4,0.7,28.0

#41 COc1cc(/C=N/n2cnnc2)ccc1OCc1ccc(C)cc1
#42 COc1ccc(C)cc1S(=O)(=O)Nc1cccc(SC)c1
#43 COc1ccc(C(=O)NC(=S)Nc2ccc(N3CCOCC3)c(Cl)c2)cc1[N+](=O)[O-]
#44 Cn1c(=O)c2c(nc(NCc3ccccc3)n2CCCc2ccccc2)n(C)c1=O
#45 O=[N+]([O-])c1nn(-c2ccc3c(c2)OCCO3)n(O)c1=NCCCO
#46 CCc1ccc(OCCNC(=O)c2ccc(S(=O)(=O)N(C)C)cc2)cc1
#47 COC(=O)C(C)NC(=O)C1CCCN1S(=O)(=O)c1cc(C)c(Cl)cc1C (centres undefined)
#48 Cc1ccccc1N(CC(=O)NCC1CCCO1)C(=O)C1(C)CC(=O)N=C2C=CC=CN21 (centres undefined)
entry no.,41,42,43,44,45,46,47,48
ARNT TACC3 PPI,1.3,-2.1,-4.0,3.8,0.2,-3.6,-6.5,6.7
esBAF inh,56.9*,2.4,-0.1,10.8,14.1,0.4,-4.6,-3.7

#49 S=C(NC1CCCCC1)c1ccc2c(c1)OCO2
#50 O=C(NCc1ccncc1)c1c(F)c(F)c(F)c(F)c1F
#51 c1cncc(-c2nnc(-c3cccs3)o2)c1
#52 Cc1oc(/C=N/NC(=O)CN(c2ccccc2Br)S(C)(=O)=O)cc1Br
#53 COc1ccccc1CN1CCN(C(=O)c2ccncc2)CC1
#54 CCCCCCOc1ccc(/C(N)=N/O)cc1
#55 Cc1c(C)c(C)c2[nH]c(-c3ccc4c(c3)OCO4)nc2c1C
#56 Cc1ccc(-n2ccnc2SCC(=O)O)c(C)c1
entry no.,49,50,51,52,53,54,55,56
ARNT TACC3 PPI,14.2,-3.9,3.8,0.8,-3.1,5.1,-3.3,-2.1
esBAF inh,33.1,-1.4,21.2,-4.5,-5.9,74.5*,15.5,-6.2

No new results follow: two of the compounds above.
#55 Cc1c(C)c(C)c2[nH]c(-c3ccc4c(c3)OCO4)nc2c1C
#56 Cc1ccc(-n2ccnc2SCC(=O)O)c(C)c1
entry no.,55,56
ARNT TACC3 PPI,-3.3,-2.1
esBAF inh,15.5,-6.2

Next entries follow:
#57 O=c1[nH]c(NCc2ccccc2)nc2c1CCC2
#58 CSc1ccccc1NC(=O)Nc1ccc(Cl)cc1
#59 O=C1[C@@H]2C(Cc3ccc(O)cc3)NC3(C(=O)Nc4ccc(F)cc43)[C@@H]2C(=O)N1c1ccc(F)cc1 (some centres undefined)
#60 CCCCC(=O)Nc1nnc(SCC(=O)N2CCN(c3ccccc3OC)CC2)s1
#61 CN(C)CCCNS(=O)(=O)c1cc(Cl)ccc1Cl
#62 Cc1ccc(S(=O)(=O)Nc2nc(C)c(NC(=O)OCCCl)s2)cc1
#63 COc1cc(C(=O)NCCC(C)C)c([N+](=O)[O-])cc1OC
#64 COc1ccc(CN(C)C(=O)COC(=O)c2ccc3c(c2)OCO3)cc1OC
entry no.,57,58,59,60,61,62,63,64
ARNT TACC3 PPI,-4.5,3.2,1.0,11.2,-8.7,2.3,-8.8,-2.9
esBAF inh,-2.3,49.6*,7.8,2.3,-7.4,-8.6,0.6,-1.9

#65 CC1CCCCC1N1CN=C(Nc2nc3ccccc3s2)NC1 (centres undefined)
#66 O=C(CN1C(=O)CSc2ccccc21)Nc1ccc2c(c1)OCCO2
#67 COC(=O)c1ccc(NC(=S)NC2CCCCC2C)cc1 (centres undefined)
#68 CCOc1ccc(-n2c(SCc3nc(-c4ccc(C)cc4)no3)nnc2-c2ccncc2)cc1
#69 CSc1nc(C)cc(OCCNS(=O)(=O)c2ccc(C)cc2)n1
#70 COc1ccc2c(c1)CCc1c(C(=O)N3CCc4ccccc4C3)noc1-2
#71 Cc1ccc2oc(-c3cccc(NC(=O)c4ccc(Br)o4)c3)nc2c1
#72 Cc1ccc(OCC(=O)Nc2ccc3c(c2)OC(F)(F)O3)c([N+](=O)[O-])n1
entry no.,65,66,67,68,69,70,71,72
ARNT TACC3 PPI,4.0,4.0,-1.2,11.2,36.9,3.0,-1.7,-2.2
esBAF inh,4.3,11.1,1.6,1.9,-10.7,26.1,65.0*,-1.3

#73 CSc1ncccc1C(=O)OCC(=O)Nc1cc(C(F)(F)F)ccc1N1CCOCC1
#74 O=C(CC1C(=O)NCCN1C(=O)Nc1ccccc1)Nc1ccc2c(c1)OCO2 (centres undefined)
#75 O=C(/C=N/O)Nc1ccccc1
#76 O=c1[nH]c(CCl)nc2cc(-c3ccc(Cl)cc3)sc12
#77 COc1cc(C2C(C(=O)OC(C)C)=C(C)Nc3[nH]c(=O)[nH]c(=O)c32)ccc1O (centres undefined)
#78 O=C(NCC1CCCCC1)c1ccco1
#79 C=CCNC(=S)NNC(=O)CCC(O)CCCCC (centres undefined)
#80 CCOC(=O)C1CCCN(C(=O)c2cnn3c(C(F)(F)F)cc(-c4ccccc4)nc23)C1 (centres undefined)
entry no.,73,74,75,76,77,78,79,80
ARNT TACC3 PPI,-2.4,2.2,0.6,13.1,-2.4,-14.3,5.3,-3.5
esBAF inh,1.3,-3.1,-0.1,-56.9,1.5,-5.2,-6.4,-10.3

#81 COC(=O)c1sccc1NC(=O)CN(C)NS(=O)(=O)c1ccc([N+](=O)[O-])cc1
#82 CCCS(=O)(=O)N1CCC(C(=O)NCCN2CCCC2)CC1
#83 COC(=O)CN1C(=O)C(O)(CC(=O)c2ccc(C)o2)c2ccccc21 (centres undefined)
#84 O=C1C=C(NCC2CCCO2)CC(c2ccccc2)C1 (centres undefined)
#85 COc1ccccc1N1CCN(C(=O)c2cc(-c3ccc(Cl)c(Cl)c3)on2)CC1
#86 COc1ccc(C(=O)CSc2nnc(CNC(=O)c3ccc(OC)c(OC)c3)n2C)cc1
#87 CC(=O)OC1COC(N2CCc3cc([N+](=O)[O-])ccc32)C(OC(C)=O)C1OC(C)=O (centres undefined)
#88 CCCn1c2c(c(=N)c3c1CCC3)CCCC2
entry no.,81,82,83,84,85,86,87,88
ARNT TACC3 PPI,7.5,12.0,-10.6,-3.1,-14.4,-3.6,-1.2,23.8
esBAF inh,5.1,-12.1,1.9,0.6,-0.6,-0.5,-2.8,-45.0

#89 O=C(CC1CCCCC1)NC1CCCC1
#90 CCCCOc1ccccc1C(=O)NCCCC(=O)O
#91 COc1ccc(C(=O)CSc2nn3c(=O)c(C(C)(C)C)nnc3s2)cc1
#92 O=C(Nc1cccc(O)c1)c1ccc(Br)cc1
entry no.,89,90,91,92
ARNT TACC3 PPI,1.0,0.7,-3.7,5.3
esBAF inh,3.6,-9.1,2.6,57.2*

Values in list order from the entries so far:
esBAF inh for entries 89–92, in order: 3.6, -9.1, 2.6, 57.2*
ARNT TACC3 PPI for entries 89–92, in order: 1.0, 0.7, -3.7, 5.3
